# Bioassay records (PubChem BioAssay)
# proCasp3 act = activators of human procaspase-3 D3A mutant, primary screen, biochemical, absorbance, PC-3 D3A mutant, single concentration. recombinant procaspase-3 D3A, Ac-DEVD-pNA absorbance 405 nm. Caspase-3 (Homo sapiens), P42574. actives 0.11% (n = 330,000). activation, % at 8.5 µM;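 active means activation above the mean of all tested compounds plus 3 SD, cut at about 21% in these data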;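 further: 0% = DMSO alone and 100% = DMSO wells spiked with extra 5 µM PC-3 D3A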
# Target sequence (P42574 whole entry D9A/D28A/D175A): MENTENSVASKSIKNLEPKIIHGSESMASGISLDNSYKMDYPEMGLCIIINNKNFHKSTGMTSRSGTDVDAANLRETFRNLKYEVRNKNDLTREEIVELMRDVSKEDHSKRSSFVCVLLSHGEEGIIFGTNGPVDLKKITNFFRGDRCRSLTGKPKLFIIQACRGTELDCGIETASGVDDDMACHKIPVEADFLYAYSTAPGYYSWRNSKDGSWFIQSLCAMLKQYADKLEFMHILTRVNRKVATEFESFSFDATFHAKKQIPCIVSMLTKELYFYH
#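 Technique: 405 nm absorbance of p-nitroaniline, reads at 0 and 120 min; Test system: Procaspase-3 D3A mutant; Incubation: 1 h enzyme-compound preincubation, then 2 h substrate reaction, 25 °C; Repeats: singlicate, each compound tested once; Benchmarks: low control DMSO wells, high control DMSO plus 5 µM PC-3 D3A.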
# LAP4 TOR yeast = modulators of LAP4-GFP expression in yeast, primary screen, S. cerevisiae, multiplex flow cytometry, MLPCN library; 3 h; median GFP as percent of DMSO wells; GFP response vs DMSO, % at 10 µM; actives 0.34% (n = 320,000); AID 2023, 2009;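 active means GFP response vs DMSO above a set limit, about the screen mean plus 3 SD, cut at about 150% in these data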
# AGP1-GFP MLPCN = modulators of AGP1-GFP expression in yeast TOR pathway, primary screen, cell-based, multiplex flow cytometry, S. cerevisiae, MLPCN library; 3 h; GFP as percent of DMSO wells; GFP response vs DMSO, % at 10 µM; actives 0.02% (n = 320,000);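 active means GFP response relative to DMSO above a set limit, near screen average plus 3 SD, cut at about 150% in these data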;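 further: median GFP channel fluorescence of the gated AGP1 strain per well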
# AHR act = AHR activators, primary screen, cell-based, luminescence, luciferase reporter, human. Aryl hydrocarbon receptor (Homo sapiens), P35869. actives 2.5% (n = 320,000). AHR-responsive luciferase reporter cells. activation, % at 5 µM; in the data active means activation above about 47%;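 further: 0% = vehicle wells and 100% = reference agonist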
# procasp7 counter = procaspase-7 activators, primary screen, counter-screen for procaspase-3 activator project, biochemical, absorbance, HTS, human | actives 0.093% (n = 330,000) | activation, % at 8.5 µM | Caspase-7 (Homo sapiens), P55210 | recombinant procaspase-7, Ac-DEVD-pNA absorbance 405 nm; D23A/D198A/D206A triple mutant, cannot self-cleave; scale: DMSO 0, 5 µM enzyme 100;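 active means percent activation above the screen-wide mean plus 3 SD, cut at about 25% in these data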
# Target sequence (P55210 whole entry D23A/D198A/D206A): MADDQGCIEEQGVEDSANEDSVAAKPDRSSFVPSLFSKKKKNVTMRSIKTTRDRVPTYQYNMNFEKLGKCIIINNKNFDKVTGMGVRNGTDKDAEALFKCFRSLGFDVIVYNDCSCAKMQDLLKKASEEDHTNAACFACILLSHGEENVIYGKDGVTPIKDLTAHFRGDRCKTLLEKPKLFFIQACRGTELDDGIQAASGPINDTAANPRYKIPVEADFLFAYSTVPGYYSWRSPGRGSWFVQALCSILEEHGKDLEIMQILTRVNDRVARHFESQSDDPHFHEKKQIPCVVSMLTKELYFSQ
#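 Detection: p-Nitroaniline absorbance at 405 nm, read at 0 and 120 min; system: Uncleavable procaspase-7 mutant enzyme; evaluation: % activation from two-timepoint absorbance difference, scaled to controls; times: 1 h enzyme–compound preincubation and 2 h substrate reaction, both 25 °C; buffer or medium: Zinc-free HEPES pH 7.4 with 300 mM NaCl, 0.01% Triton X-100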
# CIT2 TOR yeast = modulators of CIT2-GFP expression in yeast, primary screen, S. cerevisiae, GFP fusion, multiplex flow cytometry, MLPCN library; S. cerevisiae CIT2-GFP strain, 3 h; 100 means same as DMSO wells; GFP response vs DMSO, % at 10 µM; actives 0.065% (n = 320,000);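 active means GFP response relative to DMSO above a set limit, near the screen mean plus 3 SD, cut at about 150% in these data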;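 further: ratio of well median GFP fluorescence to mean of DMSO wells on the plate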
# RPL19A-GFP yeast = RPL19A-GFP expression modulators in yeast, primary screen, cell-based, S. cerevisiae, multiplex flow cytometry, MLPCN | AID 2025, 2009 | S. cerevisiae RPL19A-GFP strain, 3 h; stronger effect = lower value | actives 0.3% (n = 330,000) | percent response vs DMSO, % at 10 µM;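 active means percent response vs DMSO below 50%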;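 further: median channel GFP fluorescence of the barcoded RPL19A-GFP strain; ratio of sample median GFP to plate DMSO average so 100% = DMSO; lower means less RPL19A-GFP as with rapamycin TOR inhibition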
# MEP2-GFP yeast = modulators of MEP2-GFP levels in yeast, primary screen, S. cerevisiae, multiplex flow cytometry, MLPCN library | GFP response vs DMSO, % at 10 µM | actives 0.51% (n = 330,000) | S. cerevisiae MEP2-GFP strain, 3 h; 100% = DMSO control level;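 active means GFP response versus DMSO above a set limit, roughly screen mean plus 3 SD, cut at about 180% in these data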;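 further: median GFP fluorescence of the barcode-gated MEP2-GFP cells per well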
# Starred values were filed as active, the others as inactive; · = no result given.
(1) COc1cc(OC)cc(C(=O)Nc2ccc(S(=O)(=O)N(C)C)cc2)c1
(2) Cc1ccc(NC(=O)C2CCCN2C(=O)c2cccs2)cc1C (stereo not drawn)
(3) CCOC(=O)c1c(C)[nH]c(=S)c(C#N)c1-c1ccc(OC)cc1
(4) COc1ccc(NC(=O)C2CCC(CNc3c(N4CCCCC4)c(=O)c3=O)CC2)c(OC)c1 (stereo not drawn)
(5) COc1ccccc1NC(=O)c1c(O)c2ccccc2[nH]c1=O
(6) CNc1nc(N)c([N+](=O)[O-])c(NCC2CCCO2)n1 (stereo not drawn)

compound no.,1,2,3,4,5,6
proCasp3 act,-10,-2,-12,5,3,2
LAP4 TOR yeast,96,106,105,106,93,105
AGP1-GFP MLPCN,103,106,107,104,105,96
AHR act,-2,-1,-7,1,35,-1
procasp7 counter,3,4,-4,-11,-6,2
CIT2 TOR yeast,107,95,102,102,105,97
RPL19A-GFP yeast,100,104,101,102,104,96
MEP2-GFP yeast,108,100,104,106,107,97

(7) O=C(Nc1ccc(F)cc1F)N1CCN(c2ncccn2)CC1
(8) O=C(CSc1nc2ccccc2o1)Nc1cc(C(F)(F)F)ccc1N1CCOCC1
(9) Cc1ccccc1OCC(=O)Nc1ccc2c(c1)OCCO2
(10) O=C(Cc1ccccc1)N1CCN(c2ncccn2)CC1
(11) CC(C)N(C(C)C)S(=O)(=O)c1ccc(NC(=O)c2cnccn2)cc1
(12) CC1(C)C2CCC1(C)C(OCC[N+](C)(C)CC(=O)OC1CCCCC1)C2 (stereo not drawn)

compound no.,7,8,9,10,11,12
proCasp3 act,-3,5,-5,-1,4,0
LAP4 TOR yeast,106,99,118,99,95,102
AGP1-GFP MLPCN,106,97,87,99,100,106
AHR act,-3,0,4,0,-1,0
procasp7 counter,8,-1,0,15,-2,7
CIT2 TOR yeast,107,100,91,99,105,100
RPL19A-GFP yeast,100,96,95,97,103,105
MEP2-GFP yeast,106,104,93,97,104,108

(13) CC(C)COc1cccc(C(=O)N2CCN(C(=O)c3ccco3)CC2)c1
(14) CC(=O)Nc1ccc(-c2csc(NNC(=O)c3ccccc3)n2)cc1
(15) Cc1ccc(C(=O)N/C(=C/c2ccc(-c3cc(C(F)(F)F)ccc3Cl)o2)C(=O)NCc2cccnc2)cc1
(16) Cc1noc(C)c1COc1cccc(C(=O)OCC(=O)NCCN2C(=O)CSC2=O)c1
(17) CNC(=S)n1cnc(N)n1
(18) CCCCCC1CC(CC(=O)Nc2ccc([N+](=O)[O-])cc2)OC1=O (stereo not drawn)

compound no.,13,14,15,16,17,18
proCasp3 act,1,-8,4,-3,3,-6
LAP4 TOR yeast,104,83,109,105,97,111
AGP1-GFP MLPCN,102,90,103,99,102,99
AHR act,-1,9,14,-1,-1,1
procasp7 counter,0,-7,8,5,4,-1
CIT2 TOR yeast,94,84,102,91,106,95
RPL19A-GFP yeast,108,89,104,102,102,100
MEP2-GFP yeast,99,99,103,101,108,101

(19) CN(/N=C/c1cc([N+](=O)[O-])ccc1O)c1ccccc1
(20) O=C(COC(=O)c1cc(S(=O)(=O)N2CCOCC2)c(Cl)cc1Cl)c1ccc[nH]1
(21) COc1ccc(COC(=O)CN2C(=O)NC3(CC(C)CC(C)(C)C3)C2=O)cc1F (stereo not drawn)
(22) Cc1ccc(CNC(=O)CCc2cn(C)c3ccccc23)cc1
(23) Nc1nc(NCc2ccco2)nc(N2CCN(Cc3ccccc3)CC2)c1[N+](=O)[O-]
(24) COC(=O)C1=CN(c2ccc(OC)cc2)C=C(C(=O)OC)C1c1ccc([N+](=O)[O-])cc1

compound no.,19,20,21,22,23,24
proCasp3 act,-3,-6,3,-2,5,·
LAP4 TOR yeast,105,102,92,112,105,85
AGP1-GFP MLPCN,99,98,102,106,104,84
AHR act,31,2,3,4,0,·
procasp7 counter,-5,6,-3,-14,5,·
CIT2 TOR yeast,91,94,106,98,102,79
RPL19A-GFP yeast,93,97,100,105,95,114
MEP2-GFP yeast,97,101,100,112,87,104

(25) Cc1ccc(S(=O)(=O)Cn2nnnc2CN2CCN(Cc3ccc4c(c3)OCO4)CC2)cc1
(26) O=C(COc1ccc(Cl)cc1Cl)NN1C(=O)C2C3C=CC(C3)C2C1=O (stereo not drawn)
(27) CCCC(=O)Nc1ccc(S(=O)(=O)Nc2nccs2)cc1
(28) COc1cc(/C=C/c2nc(N)nc(-c3ccccc3O)n2)cc(OC)c1OC
(29) O=c1cc(Nc2ccc3c(c2)OCCO3)[nH]c(=O)n1C1CCCCC1
(30) N#Cc1c(-c2cccs2)nc(SCC(=O)c2cccs2)[nH]c1=O

compound no.,25,26,27,28,29,30
proCasp3 act,-6,-9,5,-11,4,-1
LAP4 TOR yeast,99,97,100,96,101,110
AGP1-GFP MLPCN,99,99,99,97,101,102
AHR act,3,-2,2,32,6,5
procasp7 counter,0,3,2,-3,-4,-3
CIT2 TOR yeast,106,94,98,100,102,101
RPL19A-GFP yeast,104,99,96,104,98,100
MEP2-GFP yeast,100,101,97,108,101,106

(31) CCOC(=O)c1cc(-c2ccccc2)n(CCC(=O)N2CCN(c3ccc(OC)cc3)CC2)c1C
(32) Cn1c(SCC(=O)N(C2CCCCC2)C2CCCCC2)nnc1-c1cccs1
(33) COc1c(Br)cc([N+](=O)[O-])c(OC)c1C(=O)NC(=O)Nc1c(Cl)cccc1Cl
(34) COc1cc(C2Nc3ccc4ccccc4c3C3=C2C(=O)CC(C)(C)C3)ccc1OCC(=O)O (stereo not drawn)
(35) Cc1ccc(C(=O)NNC(=S)Nc2cccc3ccccc23)s1
(36) O=C(COC(=O)c1cccs1)NCc1ccc2c(c1)OCO2

compound no.,31,32,33,34,35,36
proCasp3 act,5,4,11,0,-4,14
LAP4 TOR yeast,125,102,100,104,96,102
AGP1-GFP MLPCN,107,98,99,104,91,101
AHR act,-2,10,2,5,18,-1
procasp7 counter,11,4,1,0,-16,5
CIT2 TOR yeast,98,89,93,102,94,106
RPL19A-GFP yeast,94,97,96,98,97,101
MEP2-GFP yeast,111,98,94,111,94,108

(37) Cc1ccc(C(=O)NCCOC23CC4CC(CC(C4)C2)C3)cc1
(38) CCOn1c(=O)c(-c2ccccc2)[n+]([O-])c2ccccc21
(39) CN(Cc1ccccc1)c1ccc(N2C(=O)CCC2=O)cc1[N+](=O)[O-]
(40) CC(=O)NCCc1c(C)n(Cc2ccccc2)c2ccccc12
(41) COc1ccc(-c2nc(C#N)c(NCc3ccc(C)cc3)o2)cc1OC
(42) O=c1ccn(-c2cccc(C(F)(F)F)c2)nc1-c1ccn(-c2ccccc2F)n1

compound no.,37,38,39,40,41,42
proCasp3 act,-3,-4,-7,1,1,4
LAP4 TOR yeast,103,99,119,91,98,89
AGP1-GFP MLPCN,94,102,102,95,98,87
AHR act,1,3,1,6,13,3
procasp7 counter,8,-3,-9,-7,3,7
CIT2 TOR yeast,87,100,98,97,103,86
RPL19A-GFP yeast,96,105,103,101,100,89
MEP2-GFP yeast,99,107,101,102,101,90

(43) CCOC(=O)c1c(C)nc2ccccc2c1-c1ccccc1
(44) CC1CCCN(C(=O)COC(=O)CNC(=O)c2sc3ccccc3c2Cl)C1 (stereo not drawn)
(45) COc1ccc(-c2nc(N)ncc2-c2csc(C)n2)c(O)c1OC
(46) O=C(NC1CCCCC1)C(c1ccccc1F)N(C(=O)c1csnn1)C1CCCC1 (stereo not drawn)
(47) Cc1ccc(S(=O)(=O)NC(CC(C)C)C(=O)N2CC(C)OC(C)C2)cc1 (stereo not drawn)
(48) CCCN(CC(=O)Nc1ccccc1OC)C(=O)CSc1ccc(Br)cc1C

compound no.,43,44,45,46,47,48
proCasp3 act,-1,-1,3,-2,2,1
LAP4 TOR yeast,103,87,89,100,94,104
AGP1-GFP MLPCN,85,91,100,102,95,103
AHR act,4,1,10,1,0,7
procasp7 counter,4,3,-9,-6,13,8
CIT2 TOR yeast,77,87,105,103,92,93
RPL19A-GFP yeast,93,90,100,100,94,106
MEP2-GFP yeast,93,94,103,105,96,103

# In another format: 2 of the compounds above.
item | molecule | proCasp3 act | LAP4 TOR yeast | AGP1-GFP MLPCN | AHR act | procasp7 counter | CIT2 TOR yeast | RPL19A-GFP yeast | MEP2-GFP yeast
44 | CC1CCCN(C(=O)COC(=O)CNC(=O)c2sc3ccccc3c2Cl)C1 (stereo not drawn) | -1 | 87 | 91 | 1 | 3 | 87 | 90 | 94
45 | COc1ccc(-c2nc(N)ncc2-c2csc(C)n2)c(O)c1OC | 3 | 89 | 100 | 10 | -9 | 105 | 100 | 103

# By substructure, the compounds so far containing an NH in an aromatic ring
(3) CCOC(=O)c1c(C)[nH]c(=S)c(C#N)c1-c1ccc(OC)cc1
(5) COc1ccccc1NC(=O)c1c(O)c2ccccc2[nH]c1=O
(20) O=C(COC(=O)c1cc(S(=O)(=O)N2CCOCC2)c(Cl)cc1Cl)c1ccc[nH]1
(29) O=c1cc(Nc2ccc3c(c2)OCCO3)[nH]c(=O)n1C1CCCCC1
(30) N#Cc1c(-c2cccs2)nc(SCC(=O)c2cccs2)[nH]c1=O

compound no.,3,5,20,29,30
proCasp3 act,-12,3,-6,4,-1
LAP4 TOR yeast,105,93,102,101,110
AGP1-GFP MLPCN,107,105,98,101,102
AHR act,-7,35,2,6,5
procasp7 counter,-4,-6,6,-4,-3
CIT2 TOR yeast,102,105,94,102,101
RPL19A-GFP yeast,101,104,97,98,100
MEP2-GFP yeast,104,107,101,101,106

# Next part
(49) C=CCn1c(CC#N)nnc1N1CCOCC1
(50) Cc1ccccc1OCC(=O)NCC(=O)OCc1ccc(Br)cc1
(51) CCc1ccc(S(=O)(=O)N(C(=O)c2ccncc2)c2ccc(OC(=O)c3ccncc3)cc2)cc1
(52) Cc1c(Cl)cccc1NC(=O)CCC(=O)c1cccs1
(53) NC(=O)NC(=O)CC1S/C(=N/N=C2\CSC(=O)N2)NC1=O (stereo not drawn)
(54) Cc1oc(/N=C/c2ccccc2)c(C#N)c1C

compound no.,49,50,51,52,53,54
proCasp3 act,0,-3,-3,-1,-5,·
LAP4 TOR yeast,101,103,94,107,93,98
AGP1-GFP MLPCN,102,95,95,100,99,99
AHR act,19,1,1,5,0,·
procasp7 counter,-8,-11,5,3,-14,·
CIT2 TOR yeast,102,105,89,100,93,100
RPL19A-GFP yeast,102,107,103,101,95,99
MEP2-GFP yeast,105,101,94,115,99,104

(55) Cc1ccc2cc(CCNC(=O)CCCc3ccccc3)c(=O)[nH]c2c1
(56) CC(C)(C)c1ccc(C(=O)COC(=O)CN2C(=O)NC3(CCCC3)C2=O)cc1
(57) CCc1ccccc1NC(=O)C1COc2ccccc2O1 (stereo not drawn)
(58) CCc1noc(C)c1C(=O)N1CCN(S(=O)(=O)c2cccs2)CC1
(59) CCC1CCCCN1C(=O)c1ccc(OC2CCN(C(=O)COC)CC2)cc1 (stereo not drawn)

compound no.,55,56,57,58,59
proCasp3 act,1,-4,3,-3,5
LAP4 TOR yeast,99,84,106,101,122
AGP1-GFP MLPCN,101,89,97,104,105
AHR act,1,0,7,-4,0
procasp7 counter,4,9,-16,3,0
CIT2 TOR yeast,97,·,100,104,98
RPL19A-GFP yeast,99,103,112,101,103
MEP2-GFP yeast,96,133,105,100,107
